GALK inhibitor – inhibitors of human galactokinase (GALK) | P51570 | recombinant GALK, Kinase-Glo ATP luminescence, 1 h | Potency, µM (doses to about 57.5 µM), for the others: at the top dose activity, negative = inhibition, usual class: inhibitors | 44,000 tested, under 10 active;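 also: plate controls were full GALK reaction for no effect and reaction lacking GALK for full effect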
Target sequence (P51570 whole entry, looked up): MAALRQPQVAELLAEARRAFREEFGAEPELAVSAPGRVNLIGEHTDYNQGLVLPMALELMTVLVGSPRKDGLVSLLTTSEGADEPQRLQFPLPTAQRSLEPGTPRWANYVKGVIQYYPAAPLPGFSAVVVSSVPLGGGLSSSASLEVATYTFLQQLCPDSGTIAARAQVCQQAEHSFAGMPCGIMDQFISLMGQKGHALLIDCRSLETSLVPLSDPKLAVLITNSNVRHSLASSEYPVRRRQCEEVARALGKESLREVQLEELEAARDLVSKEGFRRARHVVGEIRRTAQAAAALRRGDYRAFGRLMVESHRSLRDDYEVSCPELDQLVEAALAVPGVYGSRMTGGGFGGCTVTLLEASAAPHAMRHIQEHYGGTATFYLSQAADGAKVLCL
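Reactions with and without enzyme served as controls. GALK at 5 nM phosphorylates 100 uM galactose using 35 uM ATP (HEPES pH 8.0, Mg2+) for 1 h at RT, with luminescence read 10 min after adding Kinase-Glo Plus.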
B2AR arrestin ag – ADRB2 beta-arrestin recruitment. HTLA Tango cells, beta-arrestin recruitment, luciferase luminescence, 18 h. Potency, µM (top dose mostly 46.1 µM), without a hit: at the top dose activation, hits mostly activators. 44,000 tested, under 10 active;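 also: potency is read from the fitted curve at half-maximal effect; 0% = DMSO and full agonism = EC100 isoproterenol or metaproterenol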
Target sequence (P07550 whole entry, looked up): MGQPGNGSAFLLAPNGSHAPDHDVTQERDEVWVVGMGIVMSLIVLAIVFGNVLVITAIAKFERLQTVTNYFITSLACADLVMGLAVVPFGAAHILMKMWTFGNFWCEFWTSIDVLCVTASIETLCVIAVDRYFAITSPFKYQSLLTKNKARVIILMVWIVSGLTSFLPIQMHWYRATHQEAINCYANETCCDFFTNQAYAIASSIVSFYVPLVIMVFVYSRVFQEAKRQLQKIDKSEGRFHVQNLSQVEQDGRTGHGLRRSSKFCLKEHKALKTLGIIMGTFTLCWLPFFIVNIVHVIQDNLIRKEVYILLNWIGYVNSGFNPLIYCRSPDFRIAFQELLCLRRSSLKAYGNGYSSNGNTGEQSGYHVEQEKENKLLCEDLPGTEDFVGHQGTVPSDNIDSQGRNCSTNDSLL
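Tango cell line, 1% FBS DMEM; cpd titration up to 46 microM; 18 hr, 37 degrees C, 5% CO2. Luciferin/ATP substrate mix added, 15 min RT, luminescence. %Activity, CRC fitting, curve-class categorization.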
p53null 32C tox – selectivity test: cytotoxicity in p53 null cells, permissive temperature. H1299-neo p53 null cells, ATP luminescence, 24 h, 32C. Potency, µM (highest dose often 46.1 µM), without a hit: at the top dose activity change, negative = cytotoxicity, usual class: cytotoxic. 55,000 tested, 0.62% active. AID 903;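 also: potency is read from the fitted curve at half-maximal effect; 0% = DMSO only and -100% = full killing by 100 µM tamoxifen; nearly all actives have a fitted effect of over 55% in size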
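Cytotoxicity: H1299-neo (no p53), 32C, 24 h treatment. Concentrations up to 46 uM. Readout cellular ATP, luminescence. Normalization to DMSO basal and tamoxifen 100 uM maximal kill.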
FH mod – Identification of activators of human fumarate hydratase by quantitative high-throughput screening; Potency, µM (highest dose often 79.9 µM), inactives show top-dose activity change, negative = inhibition, actives largely listed as inhibitors; FH coupled MDH/diaphorase resazurin fluorescence, 15 min; 54,000 tested, 0.22% active; AID 1347055, 2019; also: potency is read from the fitted curve at half-maximal effect; % is scaled to controls: 0 for no effect and ±100 for the full control effect; the screen sought activators but most active calls are inhibition curves; nearly all actives have a fitted effect of over 45% in size
PTAP-TSG101 blk – TSG101-PTAP interaction inhibition, HIV-1 budding. AID 1347069. Fluorescence polarization, FITC-PTAP peptide/Tsg101, 20 min. Q99816. 44,000 tested, under 10 active. Potency, µM (highest dose often 115 µM), for the others: at the top dose activity change, negative = inhibition, hits mostly inhibitors; also: potency is read from the fitted curve at half-maximal effect; 0% is about no effect
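FITC-labeled PTAP peptide (50 nM final) binding to Tsg101 binding domain (10 uM final) read by fluorescence polarization after 20 min at r.t. in HEPES pH 7.5 buffer. Actives by CRC class, <25 µM.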
NTMT1 inh – inhibitors of human N-terminal methyltransferase NTMT1; Q9BV86; NTMT1 MTase-Glo SAH luminescence, purified enzyme; Potency, µM (doses to about 114 µM), for the others: at the top dose activity change, negative = inhibition, most hits filed as inhibitors; 59,000 tested, 2.5% active;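 also: potency is read from the fitted curve at half-maximal effect; plate controls were DMSO vehicle for no effect and no enzyme for full effect; nearly all actives have a fitted effect of over 65% in size; many of its hits are not listed in these tables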
Target sequence (Q9BV86 whole entry, looked up): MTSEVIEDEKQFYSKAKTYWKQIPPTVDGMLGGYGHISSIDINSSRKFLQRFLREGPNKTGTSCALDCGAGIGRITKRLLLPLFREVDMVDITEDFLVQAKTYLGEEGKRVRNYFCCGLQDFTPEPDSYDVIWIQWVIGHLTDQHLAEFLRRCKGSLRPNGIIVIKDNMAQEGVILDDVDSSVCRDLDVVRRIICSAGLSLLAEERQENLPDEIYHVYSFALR
p53null 39C tox – selectivity test: cytotoxicity in p53 null cells, nonpermissive temperature. H1299 p53-null (neo) cells, 39C, ATPlite viability, 24 h. Potency, µM (doses to about 46.1 µM), without a hit: top-dose activity, negative = cell killing, actives largely listed as cytotoxic. 55,000 tested, 0.97% active;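 also: potency is read from the fitted curve at half-maximal effect; 0% = DMSO only and -100% = full killing by 100 µM tamoxifen; nearly all actives have a fitted effect of over 50% in size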
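Luminescent ATP signal reported cell survival after H1299 lines (neo, p53 null; or p53 A138V) received up to 46 uM compound and 24 hr incubation at 39C.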
Starred values were filed as active, the others as inactive; [ ] = remark or other dose. Calls follow the shape of the dose curve; as a rule, active = well fitted curve in the direction sought with a large enough effect; inconclusive = small, poorly fitted or top-dose-only effect, or another doubt; inactive = no such curve, though single readings can be large; an effect the other way counts as inactive or inconclusive. A portion of the library; the hit share may differ from the screen's.

`O=c1c2sccc2n(Cc2cc(=O)n3ccccc3n2)c(=O)n1-c1cccc(C(F)(F)F)c1` gave GALK inhibitor 2%, B2AR arrestin ag -2%, p53null 32C tox -6%, FH mod 4%, PTAP-TSG101 blk -4%, NTMT1 inh inconclusive and p53null 39C tox -19%.
Screening CCOC(=O)c1ccc(NC(=O)Cn2cc(C(=O)c3ccc(Cl)cc3)c(=O)c3ccc(C)nc32)cc1 returned GALK inhibitor 0%, B2AR arrestin ag 0%, p53null 32C tox 5%, FH mod -3%, PTAP-TSG101 blk 24%, NTMT1 inh 7% and p53null 39C tox -21%.
Screening COc1cccc(-c2n[nH]c3c2C(c2ccccn2)N(C)C3=O)c1 (stereo not drawn) returned GALK inhibitor -2%, B2AR arrestin ag -2%, p53null 32C tox 0%, FH mod 1%, PTAP-TSG101 blk -2%, NTMT1 inh 14% and p53null 39C tox -14%.
CCC(Oc1ccccc1)C(=O)Nc1nnc(S(=O)(=O)Nc2ccccc2)s1 (stereo not drawn) was read as GALK inhibitor -3%, B2AR arrestin ag -1%, p53null 32C tox 8%, FH mod -1%, PTAP-TSG101 blk -2%, NTMT1 inh 9% and p53null 39C tox -8%.
`Cc1cccc(C)c1NC(=O)c1cc(S(=O)(=O)N2CCc3ccccc3C2)ccc1F` gave GALK inhibitor 3%, B2AR arrestin ag 2%, p53null 32C tox 1%, FH mod -12%, PTAP-TSG101 blk -1%, NTMT1 inh 7% and p53null 39C tox 13%.
`CC(=O)Nc1ccc(S(=O)(=O)Nc2ccc(-c3cn4c(C)csc4n3)cc2)cc1` gave GALK inhibitor -3%, B2AR arrestin ag 0%, p53null 32C tox -9%, FH mod -4%, PTAP-TSG101 blk -4%, NTMT1 inh -3% and p53null 39C tox -13%.
CCc1ccccc1N(CC)C(=O)c1cc2c(s1)-c1ccccc1SC2 was read as GALK inhibitor -3%, B2AR arrestin ag -2%, p53null 32C tox -1%, FH mod inconclusive, PTAP-TSG101 blk 2%, NTMT1 inh -14% and p53null 39C tox 13µM*.
O=C(NCCc1ccccc1)c1nn(-c2ccccc2F)nc1CO was read as GALK inhibitor -6%, B2AR arrestin ag -2%, p53null 32C tox -3%, FH mod -4%, PTAP-TSG101 blk -2%, NTMT1 inh -2% and p53null 39C tox -15%.
For Cc1cc(C)cc(-n2ccnc2SCC(=O)Nc2ccc(C)c(Cl)c2)c1 the results were GALK inhibitor 1%, B2AR arrestin ag -1%, p53null 32C tox 28%, FH mod -6%, PTAP-TSG101 blk 0%, NTMT1 inh 8% and p53null 39C tox 15%.
For COc1ccc(CC(=O)N2CC(=O)Nc3ccc(F)cc3C2c2ccccc2)cc1 (stereo not drawn) the results were GALK inhibitor 0%, B2AR arrestin ag 1%, p53null 32C tox 4%, FH mod -3%, PTAP-TSG101 blk -3%, NTMT1 inh inconclusive and p53null 39C tox -9%.
Screening Cc1ccc(Cl)cc1-n1c(=O)c2sc3ccccc3c2n(Cc2ccccc2)c1=O returned GALK inhibitor 8%, B2AR arrestin ag 1%, p53null 32C tox inconclusive, FH mod -9%, PTAP-TSG101 blk 3%, NTMT1 inh 10% and p53null 39C tox -7%.
`CCOc1ccc(Cn2c(CNS(=O)(=O)c3c(C)cc(C)cc3C)nc3cccnc32)cc1` gave GALK inhibitor 0%, B2AR arrestin ag 1%, p53null 32C tox 7%, FH mod -5%, PTAP-TSG101 blk -16%, NTMT1 inh 19% and p53null 39C tox 11%.
`COC(=O)c1ccc2c(=O)n3nc(Nc4ccc(F)cc4F)sc3nc2c1` gave GALK inhibitor -3%, B2AR arrestin ag -2%, p53null 32C tox 1%, FH mod inconclusive, PTAP-TSG101 blk 2%, NTMT1 inh inconclusive and p53null 39C tox -2%.
For COc1cc(-c2oc3ccc(C)cc3c(=O)c2O)cc(OC)c1OC the results were GALK inhibitor 4%, B2AR arrestin ag 1%, p53null 32C tox inconclusive, FH mod -1%, PTAP-TSG101 blk 0%, NTMT1 inh 2% and p53null 39C tox inconclusive.
Screening Cc1ccc(NC(=O)CCc2nc3cccnc3n2-c2ccccc2)cc1Cl returned GALK inhibitor 1%, B2AR arrestin ag 1%, p53null 32C tox inconclusive, FH mod -5%, PTAP-TSG101 blk 5%, NTMT1 inh -2% and p53null 39C tox -12%.
CC(C)(C)c1ccc(C(=O)NC2(C(F)(F)F)NC(=O)N(CCc3ccccc3)C2=O)cc1 (stereo not drawn) was read as GALK inhibitor 1%, B2AR arrestin ag -2%, p53null 32C tox -28%, FH mod -28%, PTAP-TSG101 blk 0%, NTMT1 inh inconclusive and p53null 39C tox inconclusive.
`O=C(Cc1ccc(Cl)cc1)Nc1nnc2n1CCS2` gave GALK inhibitor 0%, B2AR arrestin ag 0%, p53null 32C tox 5%, FH mod 27%, PTAP-TSG101 blk 2%, NTMT1 inh 14% and p53null 39C tox 13%.
`CCOc1ccccc1CNC(=O)CCCn1c(=O)c2cccn2c2ccc(F)cc21` gave GALK inhibitor 3%, B2AR arrestin ag 0%, p53null 32C tox 14%, FH mod -9%, PTAP-TSG101 blk -2%, NTMT1 inh 4% and p53null 39C tox 7%.
For CCOc1ccc(CCNC(=O)CCc2c(C)nc3c(-c4ccccc4)c(C)nn3c2C)cc1OCC the results were GALK inhibitor 7%, B2AR arrestin ag inconclusive, p53null 32C tox -1%, FH mod 0%, PTAP-TSG101 blk -3%, NTMT1 inh 3% and p53null 39C tox -24%.
`Cc1cccc(C)c1NC(=O)CCS(=O)(=O)c1cccc2nonc12` gave GALK inhibitor 2%, B2AR arrestin ag 0%, p53null 32C tox 12%, FH mod -3%, PTAP-TSG101 blk 1%, NTMT1 inh 9% and p53null 39C tox 30%.
Screening CCc1cccc(CC)c1NC(=O)Cn1nnc2sc(-c3ccccc3)cc2c1=O returned GALK inhibitor -1%, B2AR arrestin ag 0%, p53null 32C tox -5%, FH mod 2%, PTAP-TSG101 blk -2%, NTMT1 inh 13% and p53null 39C tox -19%.
Cc1ccc2c(CNCc3ccc(C)o3)c(C(=O)O)n(Cc3ccccc3C)c2c1 was read as GALK inhibitor 0%, B2AR arrestin ag 0%, p53null 32C tox 0%, FH mod inconclusive, PTAP-TSG101 blk 1%, NTMT1 inh 1% and p53null 39C tox 4%.
`COc1cccc(CNC(=O)c2ccc(NC(=O)N3CC(C)Sc4ccccc43)cc2)c1` (stereo not drawn) gave GALK inhibitor -3%, B2AR arrestin ag -4%, p53null 32C tox 12%, FH mod -18%, PTAP-TSG101 blk 0%, NTMT1 inh 15% and p53null 39C tox -1%.
`CC(C)N(Cc1ccccc1)C(=O)c1cc2ccc3cccnc3c2[nH]1` gave GALK inhibitor 2%, B2AR arrestin ag 0%, p53null 32C tox -17%, FH mod inconclusive, PTAP-TSG101 blk -12%, NTMT1 inh -3% and p53null 39C tox -27%.
Cc1ccc2c(c1)-c1c(c(C(=O)NCCc3ccccc3)nn1C)CS2 was read as GALK inhibitor 2%, B2AR arrestin ag 0%, p53null 32C tox 35%[activator], FH mod -23%, PTAP-TSG101 blk 4%, NTMT1 inh -10% and p53null 39C tox 60%[activator].
Screening COc1ccc(OCC(=O)Nc2ccc3nn(-c4ccc(OC)cc4)nc3c2)cc1 returned GALK inhibitor 1%, B2AR arrestin ag -2%, p53null 32C tox -13%, FH mod 3%, PTAP-TSG101 blk 3%, NTMT1 inh 2% and p53null 39C tox 5%.
Screening Cc1cc(Br)ccc1NC(=O)COc1cc(=O)n(C)c2ccccc12 returned GALK inhibitor 0%, B2AR arrestin ag 0%, p53null 32C tox 5%, FH mod -4%, PTAP-TSG101 blk 0%, NTMT1 inh -3% and p53null 39C tox -18%.
COc1cc2c(cc1OC)n(CC(=O)c1cccc(Cl)c1)c(=O)n1nc(CCn3nc(C)cc3C)nc21 was read as GALK inhibitor -1%, B2AR arrestin ag -3%, p53null 32C tox -2%, FH mod -2%, PTAP-TSG101 blk -3%, NTMT1 inh 3% and p53null 39C tox 13%.
`O=C(Nc1ccc2nc(SCC(=O)N3CCCC3)sc2c1)c1cccc(Br)c1` gave GALK inhibitor 0%, B2AR arrestin ag -4%, p53null 32C tox -3%, FH mod -19%, PTAP-TSG101 blk 1%, NTMT1 inh -4% and p53null 39C tox inconclusive.
`CC1CCc2nn(CC(=O)Nc3ccccc3Cl)cc2C1` (stereo not drawn) gave GALK inhibitor -1%, B2AR arrestin ag -4%, p53null 32C tox -7%, FH mod -3%, PTAP-TSG101 blk -4%, NTMT1 inh 3% and p53null 39C tox -9%.
`Clc1ccccc1-c1nc(Nc2ccccc2)nc2ccc(Br)cc12` gave GALK inhibitor -2%, B2AR arrestin ag 1%, p53null 32C tox 8%, FH mod -17%, PTAP-TSG101 blk -4%, NTMT1 inh 20% and p53null 39C tox 17%.
O=C(CSc1nnc(-c2ccncc2)n1-c1ccccc1)Nc1ccc(F)cc1 was read as GALK inhibitor -2%, B2AR arrestin ag 1%, p53null 32C tox 5%, FH mod 1%, PTAP-TSG101 blk -1%, NTMT1 inh 15% and p53null 39C tox -1%.
Screening Cc1csc2nc(COc3cccc(NC(=O)c4ccccc4F)c3)cc(=O)n12 returned GALK inhibitor 7%, B2AR arrestin ag -1%, p53null 32C tox -10%, FH mod -13%, PTAP-TSG101 blk 7%, NTMT1 inh 0% and p53null 39C tox -1%.
For Cc1cc(C)cc(-n2ccn(CC(=O)Nc3ccccc3F)c(=O)c2=O)c1 the results were GALK inhibitor 2%, B2AR arrestin ag 1%, p53null 32C tox 4%, FH mod -6%, PTAP-TSG101 blk 5%, NTMT1 inh 8% and p53null 39C tox -17%.
`CC(C)c1nn2c(=O)cc(COC(=O)c3ccccc3NC(=O)c3cccc(Cl)c3)nc2s1` gave GALK inhibitor 3%, B2AR arrestin ag 0%, p53null 32C tox -1%, FH mod -2%, PTAP-TSG101 blk -4%, NTMT1 inh 2% and p53null 39C tox -16%.
For Cc1ccc(-c2nnc(Nc3cccc(Cl)c3)c3ccccc23)cc1S(=O)(=O)N1CCCCC1 the results were GALK inhibitor -1%, B2AR arrestin ag 0%, p53null 32C tox 8%, PTAP-TSG101 blk -3% and p53null 39C tox -4%.
For COc1ccccc1N=C1SC(C(=O)Nc2ccccc2OC)CC(=O)N1C (stereo not drawn) the results were GALK inhibitor -2%, B2AR arrestin ag 0%, p53null 32C tox 3%, FH mod 6%, PTAP-TSG101 blk -8%, NTMT1 inh 16% and p53null 39C tox -2%.
CC(NC(=O)c1ccccc1NC(=O)c1nsc2ccccc12)c1ccccc1 (stereo not drawn) was read as GALK inhibitor 1%, B2AR arrestin ag 1%, p53null 32C tox -10%, FH mod 3%, PTAP-TSG101 blk -4%, NTMT1 inh 13% and p53null 39C tox 12%.

Source: PubChem BioAssay
